# IDE exosite FP = exo-site inhibitors of human insulin-degrading enzyme. purified IDE, FL-6b probe fluorescence polarization; hits give low values. P14735. z-score at 20 µM. hit rate 6.3% among 17,000. AID 1259349;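 active = z-score of -3 or lower, meaning strong loss of probe binding signal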;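 also: His-tagged human IDE residues 42-1019 made in E. coli with 30 nM FL-6b probe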
# Target sequence (P14735 42-1019 limits assumed): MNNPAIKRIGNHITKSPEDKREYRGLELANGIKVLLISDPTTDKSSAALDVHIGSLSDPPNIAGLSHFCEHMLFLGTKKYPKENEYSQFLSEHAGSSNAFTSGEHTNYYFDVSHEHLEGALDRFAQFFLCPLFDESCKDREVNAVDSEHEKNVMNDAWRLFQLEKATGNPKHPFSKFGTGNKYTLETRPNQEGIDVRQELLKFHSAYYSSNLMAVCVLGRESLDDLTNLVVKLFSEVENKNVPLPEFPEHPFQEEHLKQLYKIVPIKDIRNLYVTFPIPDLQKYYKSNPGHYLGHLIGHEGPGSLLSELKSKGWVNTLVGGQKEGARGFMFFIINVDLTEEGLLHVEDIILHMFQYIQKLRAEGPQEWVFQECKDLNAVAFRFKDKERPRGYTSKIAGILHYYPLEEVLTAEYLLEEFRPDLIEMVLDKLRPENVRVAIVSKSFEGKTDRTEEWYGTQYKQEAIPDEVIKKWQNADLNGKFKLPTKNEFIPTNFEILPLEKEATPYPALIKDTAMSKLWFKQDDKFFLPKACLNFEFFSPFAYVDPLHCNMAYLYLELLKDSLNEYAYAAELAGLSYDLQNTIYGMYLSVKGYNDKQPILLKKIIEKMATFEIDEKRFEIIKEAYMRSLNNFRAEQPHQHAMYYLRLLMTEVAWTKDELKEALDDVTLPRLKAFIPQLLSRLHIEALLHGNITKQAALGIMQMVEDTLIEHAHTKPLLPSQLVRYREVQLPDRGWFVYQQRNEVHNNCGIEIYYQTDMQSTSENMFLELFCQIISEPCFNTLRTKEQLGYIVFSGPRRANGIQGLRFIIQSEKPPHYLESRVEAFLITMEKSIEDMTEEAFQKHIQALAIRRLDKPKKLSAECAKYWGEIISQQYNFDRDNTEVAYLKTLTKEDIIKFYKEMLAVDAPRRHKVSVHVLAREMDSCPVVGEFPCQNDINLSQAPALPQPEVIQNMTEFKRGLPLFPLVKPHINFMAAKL
# * hit, by the source's call; & = joins results of further samples.
SMILES,IDE exosite FP
CCC(=O)NC[C@@H]1[C@@H](c2ccc(-c3ccc(F)cc3)cc2)[C@@H](CO)N1C(=O)CC,-1.3
COc1ccc2c3c(n(C)c2c1)[C@H](CO)N(S(C)(=O)=O)CC31CCN(C(=O)C2CCCC2)CC1,0.71
CCCC#Cc1ccc([C@H]2[C@@H](CO)N3C(=O)CN(C(=O)CN4CCOCC4)C[C@@H]23)cc1,4.3
C[C@H](O)C#Cc1ccc([C@@H]2[C@@H](CO)N3CCCCN(S(=O)(=O)c4ccccc4)C[C@@H]23)cc1,-0.14
CCC(=O)N1[C@@H]2c3ccc(-c4ccccc4OC)c(=O)n3C[C@@H]2[C@@H](CO)[C@@H]1C(=O)NCCCN(C)C,-0.61
O=C(C[C@@H]1C=C[C@H](NC(=O)Nc2ccc3c(c2)OCO3)[C@H](CO)O1)NCCCN1CCOCC1,1.6
C=C(C)C[C@H]1CCn2cc(nn2)COCCNC1=O,1.2
COc1ccc2c3c([nH]c2c1)[C@@H](CO)N(C(C)=O)CC31CCN(S(=O)(=O)c2ccccc2)CC1,-0.081
Cc1ccccc1-c1ccc([C@@H]2[C@H](CO)N3C(=O)CN(C(=O)c4cccnc4)C[C@@H]23)cc1,-7.2*
CCS(=O)(=O)NCC[C@@H]1CC[C@@H](NC(=O)Nc2cc(Cl)cc(Cl)c2)[C@@H](CO)O1,0.38
O=C(c1ccccn1)N1[C@@H](CO)[C@@H](c2ccccc2)C12CN(Cc1ccccc1F)C2,0.85
CCCNC(=O)C[C@@H]1CC[C@H]2[C@@H](COC[C@@H](O)CN2C(=O)c2ccc(F)cc2)O1,-0.64

# Ordered by the number under IDE exosite FP (descending): 3 of the compounds above.
SMILES,IDE exosite FP
CCCC#Cc1ccc([C@H]2[C@@H](CO)N3C(=O)CN(C(=O)CN4CCOCC4)C[C@@H]23)cc1,4.3
COc1ccc2c3c(n(C)c2c1)[C@H](CO)N(S(C)(=O)=O)CC31CCN(C(=O)C2CCCC2)CC1,0.71
CCC(=O)N1[C@@H]2c3ccc(-c4ccccc4OC)c(=O)n3C[C@@H]2[C@@H](CO)[C@@H]1C(=O)NCCCN(C)C,-0.61

# Additional results
SMILES,IDE exosite FP
Fc1cccc(CN2[C@@H]3CNC[C@H]2C3c2ccc(-c3ccccc3)cc2)c1 (stereo partly drawn),3.2
COc1cccc(NC(=O)N2CC(=O)N3[C@H](CO)[C@@H](c4ccc(C#CCC5CCCC5)cc4)[C@H]3C2)c1,0.063
CCS(=O)(=O)N1CC(=O)N2[C@H](CO)[C@@H](c3ccc(-c4ccccc4)cc3)[C@H]2C1,3.3
Cc1ccccc1S(=O)(=O)N1CCCCN2[C@H](CO)[C@H](c3ccc(-c4cccc(F)c4)cc3)[C@@H]2C1,1.8
CN(C)C(=O)c1cccc(-c2ccc([C@H]3[C@H](CO)N4C(=O)CN(C(=O)Cc5ccccc5)C[C@@H]34)cc2)c1,3.8
C[C@@H]1CN([C@@H](C)CO)C(=O)c2cc(NS(=O)(=O)c3ccc(Cl)cc3)ccc2O[C@@H](C)CCCCO[C@H]1CN(C)C(=O)CCCN(C)C,-0.078
O=C([C@H]1[C@H](CO)[C@H]2Cn3c(cccc3=O)[C@@H]1N2S(=O)(=O)c1ccccc1F)N1CCCCC1,0.14
CN(C)C(=O)c1ccc(-c2ccc(C3[C@@H]4CN(C(=O)Nc5ccc(Cl)cc5)C[C@H]3N4)cc2)cc1 (stereo partly drawn),-0.79
COc1ccc(S(=O)(=O)Nc2ccc3c(c2)CC(=O)N([C@@H](C)CO)C[C@@H](C)[C@@H](CN(C)C(=O)Nc2c(C)noc2C)O3)cc1,1.5
COc1ccc2c3c(n(C)c2c1)[C@H](CO)N(CC1CC1)CC31CN(Cc2ccc(F)cc2)C1,-0.37
COc1ccc(C#Cc2ccc([C@H]3[C@@H](CO)N4C(=O)CN(C(=O)c5cccnc5)C[C@@H]34)cc2)cc1,-0.96
C[C@@H]1CN([C@H](C)CO)C(=O)c2cc(NC(=O)Nc3cccc4ccccc34)ccc2O[C@@H](C)CCCCO[C@@H]1CN(C)S(=O)(=O)c1cn(C)cn1,-7.1*

# Quoted from the listing:
# Result of `CN(C)C(=O)c1ccc(-c2ccc(C3[C@@H]4CN(C(=O)Nc5ccc(Cl)cc5)C[C@H]3N4)cc2)cc1` (stereo partly drawn) under IDE exosite FP: -0.79
# Result of `Fc1cccc(CN2[C@@H]3CNC[C@H]2C3c2ccc(-c3ccccc3)cc2)c1` (stereo partly drawn) under IDE exosite FP: 3.2

# The list continues:
SMILES,IDE exosite FP
Cc1ccc(S(=O)(=O)Nc2cccc3c2O[C@@H](CN(C)C(=O)Nc2ccc(C(F)(F)F)cc2)[C@H](C)CN([C@@H](C)CO)C3=O)cc1,-0.26
CCN(C[C@H]1[C@H](c2ccccc2)[C@@H](CO)N1C(C)=O)C(=O)NC(C)C,-0.61
O=C(CN1CCOCC1)N[C@H]1CC[C@H](CCn2cc(C3CC3)nn2)O[C@@H]1CO,1.4
COc1ccc(-c2ccc([C@@H]3[C@@H](CO)N4C(=O)CN(Cc5ccc(F)cc5)C[C@H]34)cc2)cc1,2.9
Cc1noc(C)c1S(=O)(=O)Nc1ccc2c(c1)C(=O)N([C@H](C)CO)C[C@H](C)[C@@H](CN(C)Cc1ccc(C(=O)O)cc1)OCCCC[C@H](C)O2,2.5
CO[C@@H]1CN(C)C(=O)c2ccc(NS(C)(=O)=O)cc2OC[C@H](C)N(CC2CC2)C[C@H]1C,-0.09
CN1c2ccc(C#Cc3cccnc3)cc2[C@@H]2[C@@H](CCN2C(=O)c2cccc(F)c2)[C@H]1CO,2.5
CC(C)NC(=O)N(C)C[C@H]1Oc2ccc(NC(=O)Cc3ccccc3)cc2CC(=O)N([C@@H](C)CO)C[C@H]1C,2.1
COc1cccc(NC(=O)C[C@H]2CC[C@@H]3[C@H](COc4ccc(NS(=O)(=O)c5cccc(F)c5)cc4C(=O)N3C)O2)c1,-1
COc1ccc(-c2ccc(C3[C@H]4CNC[C@@H]3N4S(=O)(=O)c3cn(C)cn3)cc2)cc1 (stereo partly drawn),-0.26
COc1ccc2c3c(n(C)c2c1)[C@@H](CO)NCC31CCN(S(=O)(=O)c2cccc(C)c2)CC1,1.1
CN(C)C(=O)c1cccc(-c2ccccc2[C@@H]2[C@@H](C#N)N(C(=O)C3CC3)[C@H]2CO)c1,4.3
CC(C)C#Cc1ccc([C@H]2[C@H]3CN(C(=O)NC(C)C)CCCCN3[C@H]2CO)cc1,-0.26
O=C(c1ccncc1)N1CC(=O)N2[C@H](CO)[C@H](c3ccc(/C=C/c4ccccc4)cc3)[C@@H]2C1,-9.5*
CC(=O)N1[C@H](CO)[C@H](c2ccccc2)[C@H]1CNC(=O)CN1CCOCC1,-1.4
O=C(Nc1ccccc1F)N1CC(=O)N2[C@H](C1)[C@H](c1ccc(C#CC3CC3)cc1)[C@@H]2CO,-0.16
N#Cc1ccc(-c2ccc(C3[C@@H]4CN(C(=O)Cc5ccccc5)C[C@H]3N4)cc2)cc1 (stereo partly drawn),1.5&2.6
OC[C@@H]1[C@H](c2ccc(-c3cccc(F)c3)cc2)[C@H]2CN(Cc3cncnc3)CCCCN12,-0.54
CC(C)C#Cc1ccc([C@H]2[C@@H](CO)N3CCCCN(C(=O)c4ccc(F)cc4)C[C@H]23)cc1,0.24
C/C=C/c1ccccc1[C@@H]1[C@H](C#N)N(C(=O)Cc2ccccn2)[C@H]1CO,-0.39
O=C(C[C@@H]1C=C[C@@H](NC(=O)Nc2ccccc2F)[C@@H](CO)O1)NCc1ccc(-c2ccccc2)cc1,1.4
N#C[C@@H]1[C@@H](c2ccc(C#Cc3cccc(F)c3)cc2)[C@H](CO)N1C(=O)C1CCC1,1.1
COc1ccccc1NC(=O)N1CCCCN2[C@H](CO)[C@H](c3ccc(-c4cccc(C#N)c4)cc3)[C@@H]2C1,-0.12
O=C(NCC[C@@H]1CC[C@H](NS(=O)(=O)c2ccc(F)cc2)[C@H](CO)O1)c1ccc2c(c1)OCO2,2.4

# A second format for part of the listing above:
molecule	IDE exosite FP
O=C(Nc1ccccc1F)N1CC(=O)N2[C@H](C1)[C@H](c1ccc(C#CC3CC3)cc1)[C@@H]2CO	-0.16
OC[C@@H]1[C@H](c2ccc(-c3cccc(F)c3)cc2)[C@H]2CN(Cc3cncnc3)CCCCN12	-0.54
CC(C)C#Cc1ccc([C@H]2[C@@H](CO)N3CCCCN(C(=O)c4ccc(F)cc4)C[C@H]23)cc1	0.24
O=C(C[C@@H]1C=C[C@@H](NC(=O)Nc2ccccc2F)[C@@H](CO)O1)NCc1ccc(-c2ccccc2)cc1	1.4

# (more compounds)
SMILES,IDE exosite FP
COc1ccccc1NC(=O)N1CC(=O)N2[C@H](CO)[C@H](c3ccc(C#Cc4ccc(F)cc4)cc3)[C@H]2C1,4.1
COc1cccc(-c2ccc([C@@H]3[C@@H](CO)N4C(=O)CN(C(=O)NC(C)C)C[C@H]34)cc2)c1,-3.5*
CS(=O)(=O)N1[C@@H](CO)[C@@H](c2ccccc2)C12CN(Cc1cc(F)ccc1F)C2,-0.12
Cc1ccc(-c2ccccc2[C@H]2[C@@H](C#N)N(C(=O)Cc3cccnc3)[C@H]2CO)cc1,2.1
CCCNC(=O)NC[C@H]1[C@@H](c2ccc(C3=CCCC3)cc2)[C@H](CO)N1C(=O)CC,1.4
CCS(=O)(=O)NCC[C@H]1CC[C@H](NC(=O)Nc2cc(Cl)cc(Cl)c2)[C@@H](CO)O1,-0.021
N#C[C@@H]1[C@@H](c2ccc(C#Cc3cccc(F)c3)cc2)[C@@H](CO)N1C(=O)C1CCCC1,2.9
O=C(Nc1ccccc1)N1CCCCN2[C@H](CO)[C@H](c3ccc(-c4ccccc4F)cc3)[C@@H]2C1,3.1
CN1C(=O)c2cc(NC(=O)c3ccc(C(F)(F)F)cc3)ccc2OC[C@H]2O[C@@H](CC(=O)NCc3ccc4c(c3)OCO4)CC[C@H]21,-1.6
CCCC(=O)N1CC2(C1)CN(C(=O)Nc1cccc(F)c1)[C@H](CO)c1c2c2ccc(OC)cc2n1C,0.064
COc1cccc(NC(=O)Nc2ccc3c(c2)C(=O)N(C)C[C@@H](OC)[C@@H](C)CN(CC2CC2)[C@H](C)CO3)c1,-0.33
O=C(Nc1ccccc1)N1CCCCN2[C@H](CO)[C@@H](c3ccc(-c4ccccc4)cc3)[C@@H]2C1,-0.18
O=C(Nc1cc(F)ccc1F)N1CCCCN2[C@H](C1)[C@H](c1ccc(C3=CCCCC3)cc1)[C@@H]2CO,1.8
O=C(CCN1CCCCC1)NCC[C@@H]1CC[C@@H](NS(=O)(=O)c2cccc(Cl)c2)[C@H](CO)O1,1.2
COCC(=O)NC[C@H]1N[C@H](CO)[C@H]1c1ccc(C2=CCCCC2)cc1,2.7
Cc1ccc(S(=O)(=O)N(C)C[C@H]2Oc3c(NS(C)(=O)=O)cccc3C(=O)N([C@@H](C)CO)C[C@H]2C)cc1,2
COc1cccc(S(=O)(=O)N2CCCCN3[C@H](C2)[C@H](c2ccc(-c4cncnc4)cc2)[C@@H]3CO)c1,1.3
NCC[C@@H]1CC[C@H](NS(=O)(=O)c2ccc(Cl)cc2)[C@H](CO)O1,2.9
COc1ccc(NC(=O)N(C)C[C@@H]2OCCCC[C@H](C)Oc3ccc(NC(=O)c4ccncc4)cc3C(=O)N([C@@H](C)CO)C[C@H]2C)cc1,0.64
COc1ccc2c3c([nH]c2c1)[C@@H](CO)N(C(=O)c1ccc(F)cc1)CC31CCN(Cc2cccnc2)CC1,-0.82
CN(C)CC(=O)N1CC(=O)N2[C@H](CO)[C@@H](c3ccc(/C=C/c4ccccc4)cc3)[C@H]2C1,-5.6*
CCCC#Cc1ccc([C@@H]2[C@@H](CO)N3C(=O)CN(S(=O)(=O)Cc4ccccc4)C[C@H]23)cc1,0.074
COc1cccc(C#Cc2ccc([C@@H]3[C@H]4CN(C(=O)Cc5cccnc5)CC(=O)N4[C@H]3CO)cc2)c1,-5*
C[C@@H](NC(=O)C[C@@H]1CC[C@H]2[C@@H](COC[C@@H](O)CN2Cc2ccc(C(F)(F)F)cc2)O1)c1ccccc1,-0.061
C[C@H](CO)N1C[C@H](C)[C@H](CN(C)Cc2cccc3c2OCCCO3)OCc2cnnn2CCCC1=O,-2.2
O=C(c1cccc(F)c1)N1CC2(C1)[C@H](c1ccccc1)[C@@H](CO)N2Cc1ccccn1,1
OC[C@@H]1[C@H](c2ccc(-c3cccc(F)c3)cc2)[C@H]2CN(CCC(F)(F)F)CCCCN12,4.4
COc1ccccc1C#Cc1ccc2c(c1)[C@@H]1[C@@H](CCN1S(=O)(=O)c1cn(C)cn1)[C@@H](CO)N2,-1.1
O=C(NCC[C@H]1CC[C@H](NC(=O)c2ccccc2F)[C@@H](CO)O1)c1cnccn1,1.3
CC(C)NC(=O)Nc1cccc2c1O[C@H](CN(C)C(=O)Nc1ccccc1)[C@@H](C)CN([C@@H](C)CO)C2=O,1.9
COc1ccc(C(=O)Nc2ccc3c(c2)C(=O)N(C)[C@H]2CC[C@@H](CC(=O)NCC4CC4)O[C@@H]2CO3)cc1,0.56
O=C1CCCn2cc(nn2)COCCN1,-0.84
O=C(C[C@H]1CC[C@@H]2[C@H](COC[C@H](O)CN2CCC(F)(F)F)O1)NCc1ccc2c(c1)OCO2,2
C[C@H]1CN([C@@H](C)CO)C(=O)c2ccccc2-c2ccccc2CO[C@H]1CN(C)C(=O)Nc1ccc(-c2ccccc2)cc1,-1.6
C[C@@H]1CCCCO[C@H](CN(C)S(=O)(=O)c2ccc(F)cc2)[C@@H](C)CN([C@@H](C)CO)C(=O)c2cc(N(C)C)ccc2O1,1.5
CC(C)NC(=O)N1[C@H](CO)[C@@H](c2ccccc2-c2ccc(F)cc2)[C@@H]1C#N,-0.079
CCC(=O)N1CC(=O)N2[C@@H](CO)[C@H](c3ccc(-c4ccc(C#N)cc4)cc3)[C@@H]2C1,-0.86
O=S(=O)(c1cccs1)N1CCCCN2[C@H](C1)[C@H](c1ccc(Br)cc1)[C@@H]2CO,-0.37
O=C(Nc1ccccc1)N1CCCCN2[C@H](C1)[C@@H](c1ccc(-c3ccccc3F)cc1)[C@@H]2CO,3.9

# Screening results: PubChem, Broad Institute

# A portion of the library, so the mix of outcomes need not match the whole.
